From PubChem
NOD2-RIPK2 inh: blocks binding of human NOD2 to RIPK2 | O43353 | CHO BLA complementation NOD2-RIPK2, CCF4 ratio | inhibition, % at 4.98 µM | actives 0.38% (n = 360,000) | AID 624267; in the data active means inhibition above about 21%;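 further: 0% = vehicle only and 100% = reference blocker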
Cardio protect: modulators protecting cardiomyocytes from myocardial damage; actives 0.63% (n = 360,000); H9c2 cardiomyocytes, H2O2 injury protection, ATPLite, 2 h; protection from H2O2 cell death, % at 20 µM; AID 588492;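 active means compounds giving at least 50% protection of heart cells from peroxide-induced death in the single-dose screen, raw or plate-pattern-corrected value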;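 further: 0% = DMSO wells with peroxide and 100% = DMSO wells without peroxide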
SRC2 inh: inhibits human steroid receptor coactivator 2; Q15596; HEK293 GAL4-SRC2 luciferase reporter, luminescence; inhibition, % at 9 µM; actives 0.17% (n = 370,000); AID 651957;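 active means inhibition above the mean inhibition of all tested compounds plus 3 SD, set per campaign, cut at about 52% in these data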;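 further: 0% = DMSO treated cells and 100% = cells given Gossypol at 36 µM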
HTR2A ag: activates the mouse 5-HT2A serotonin receptor. actives 0.66% (n = 360,000). activation, % at 7.6 µM. CHO-K1 mHTR2A beta-arrestin complementation, luminescence; percent of 30 µM serotonin response. P35363;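 active means activation above a run cutoff, the mean activation of all tested compounds plus 3 SD, cut at about 14% in these data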;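 further: 0% = plate median of compound wells and 100% = 30 µM serotonin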
ABCB6 inh MLPCN: blocks the human ABCB6 transporter; K562-ABCB6 porphyrin accumulation, flow cytometry, 1 h; active compounds read low; Q9NP58; actives 0.19% (n = 360,000); fluorescence ratio to DMSO, % at 10 µM;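 active means fluorescence ratio to DMSO below 75%, the collection mean minus 3 SD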;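 further: signal is porphyrin accumulated inside mitochondria; 100% equals median channel fluorescence of DMSO control wells; lower ratio means ABCB6 inhibition with less porphyrin fluorescence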
Target sequence (Q9NP58 whole entry, looked up): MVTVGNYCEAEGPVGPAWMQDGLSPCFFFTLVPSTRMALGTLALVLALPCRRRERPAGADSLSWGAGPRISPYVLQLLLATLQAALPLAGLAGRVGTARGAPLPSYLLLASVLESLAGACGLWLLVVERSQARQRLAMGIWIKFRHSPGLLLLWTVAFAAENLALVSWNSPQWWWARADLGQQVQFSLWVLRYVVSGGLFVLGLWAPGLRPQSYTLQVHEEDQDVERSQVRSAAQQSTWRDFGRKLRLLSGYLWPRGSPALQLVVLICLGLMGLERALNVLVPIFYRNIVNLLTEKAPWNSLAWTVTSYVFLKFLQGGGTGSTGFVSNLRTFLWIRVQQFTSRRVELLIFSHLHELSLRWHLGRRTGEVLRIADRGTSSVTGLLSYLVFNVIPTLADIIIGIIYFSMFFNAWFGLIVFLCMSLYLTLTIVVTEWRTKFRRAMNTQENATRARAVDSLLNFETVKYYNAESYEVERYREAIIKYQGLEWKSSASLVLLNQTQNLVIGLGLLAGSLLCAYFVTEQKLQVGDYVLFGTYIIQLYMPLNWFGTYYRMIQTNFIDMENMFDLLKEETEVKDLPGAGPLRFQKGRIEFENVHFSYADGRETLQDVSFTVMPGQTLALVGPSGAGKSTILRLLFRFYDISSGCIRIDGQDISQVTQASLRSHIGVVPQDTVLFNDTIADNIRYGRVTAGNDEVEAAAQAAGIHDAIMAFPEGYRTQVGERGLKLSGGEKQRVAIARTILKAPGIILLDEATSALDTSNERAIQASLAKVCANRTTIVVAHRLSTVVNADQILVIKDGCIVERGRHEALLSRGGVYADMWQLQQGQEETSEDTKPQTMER
MC4R antagonist: antagonists of human melanocortin 4 receptor (MC4R); P32245; MC4R-expressing cells, MTII-stimulated cAMP, LANCE TR-FRET; inhibition, % at 6.5 µM; actives 0.48% (n = 360,000);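 active means inhibition above its plate's cutoff, the mean of tested wells on that plate plus 3 SD, cut at about 29% in these data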;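 further: 0% = Melanotan II alone and 100% = Melanotan II plus saturating MCL0020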
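Test system: U2OS cells stably expressing human melanocortin 4 receptor (MC4R); also added: Melanotan II challenge; compound: 6.5 µM single dose; timing: 30-min compound preincubation, 1-h Melanotan II challenge, 1-h detection, room temperature; signal: Eu-cAMP/anti-cAMP TR-FRET, emission 671 nm; repeats: one well per compound, no replicates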
TLR9-MyD88 inh: TLR9-MyD88 interaction inhibition | Q9NR96+Q99836 | CHO BLA complementation TLR9-MyD88, CCF4 FRET ratio | inhibition, % at 4.98 µM | actives 0.21% (n = 340,000);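 active means inhibition above the mean over all tested compounds plus 3 SD, cut at about 21% in these data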;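 further: 0% = DMSO only wells and 100% = clavulanate BLA inhibitor control wells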
MC4R ag barr: agonists of human melanocortin 4 receptor (MC4R) beta-arrestin | P32245 | U2OS MC4R beta-arrestin complementation, luminescence; percent of melanotan II response, DMSO zero | activation, % at 8.9 µM | actives 0.98% (n = 360,000) | AID 540308;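 active means activation above a per-plate cutoff, the mean activation of sample wells on that plate plus 3 SD, cut at about 8% in these data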
Glyco luc inh: N-linked glycosylation inhibition; D54 ERlucT glycosylation luciferase reporter, 24 h; percent of 100 nM tunicamycin response; AID 588692; reporter increase, % at 12.5 µM; actives 0.23% (n = 360,000);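 active means mean luciferase reporter signal, scaled so untreated is 0 and the glycosylation-blocking control 100, at or above a set limit in every replicate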;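 further: luciferase carries N-glycosylation sites so blocking glycosylation raises the light; 0% = median of neutral control wells and 100% = median of 100 nM tunicamycin wells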
ABHD5-PLIN5 inh: ABHD5-PLIN5 protein interaction inhibition; inhibition, % at 4 µM; Q00G26+Q8WTS1; Split G. princeps luciferase complementation, luminescence, 4 h; AID 602281; actives 0.78% (n = 360,000);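 active means inhibition above the mean inhibition across every tested compound plus 3 SD, cut at about 22% in these data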;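 further: 0% = DMSO only wells and the 100% control is not disclosed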
Active calls of the source: *.

Screening COc1ccc(S(=O)(=O)N2CCOCC2)cc1NS(=O)(=O)/C=C/c1ccccc1 returned NOD2-RIPK2 inh 6, Cardio protect -3, SRC2 inh -8, HTR2A ag -6, ABCB6 inh MLPCN 95, MC4R antagonist -6, TLR9-MyD88 inh -13, MC4R ag barr -4.3, Glyco luc inh 4 and ABHD5-PLIN5 inh 2.
CCC(C)NC(=O)CSc1nnc(-c2ccc(OC)c(OC)c2)c(-c2ccc(OC)c(OC)c2)n1 (configuration not stated) was read as NOD2-RIPK2 inh -15, Cardio protect 0, SRC2 inh -2, HTR2A ag 4, ABCB6 inh MLPCN 100, MC4R antagonist 6, TLR9-MyD88 inh 5, MC4R ag barr -1.2, Glyco luc inh -1 and ABHD5-PLIN5 inh 3.
O=C(NC(=S)Nc1cc(C(F)(F)F)ccc1Cl)c1ccccc1 was read as NOD2-RIPK2 inh -12, Cardio protect -20, SRC2 inh -12, HTR2A ag -3, ABCB6 inh MLPCN 101, MC4R antagonist 13, TLR9-MyD88 inh -2, MC4R ag barr 0.8, Glyco luc inh 0 and ABHD5-PLIN5 inh -1.
O=S(=O)(c1ccc(SCc2ccc(Br)cc2)nc1)N1CCCCC1 was read as NOD2-RIPK2 inh -5, Cardio protect -10, SRC2 inh -21, HTR2A ag 0, ABCB6 inh MLPCN 102, MC4R antagonist 6, TLR9-MyD88 inh 2, MC4R ag barr 1.2, Glyco luc inh -2 and ABHD5-PLIN5 inh -1.
For C=CCNC(=O)c1nc2ccccc2s1 the results were NOD2-RIPK2 inh 2, Cardio protect -1, SRC2 inh -51, HTR2A ag -1, ABCB6 inh MLPCN 97, MC4R antagonist 0, TLR9-MyD88 inh 6, MC4R ag barr -1.8, Glyco luc inh 0 and ABHD5-PLIN5 inh -3.
`Cc1cccc(N2C(=O)/C(=C/c3cccnc3)SC2=S)c1` gave NOD2-RIPK2 inh -5, Cardio protect 2, SRC2 inh 0, HTR2A ag 5, ABCB6 inh MLPCN 97, MC4R antagonist 9, TLR9-MyD88 inh 8, MC4R ag barr 1.3, Glyco luc inh 0 and ABHD5-PLIN5 inh -4.
`COc1ccc(CNC(=O)CCCn2nc(C)n3ccnc3c2=O)cc1` gave NOD2-RIPK2 inh 8, Cardio protect 26, SRC2 inh -19, HTR2A ag 25*, ABCB6 inh MLPCN 94, MC4R antagonist 3, TLR9-MyD88 inh 3, MC4R ag barr -1.2, Glyco luc inh 0 and ABHD5-PLIN5 inh 0.
c1ccc(Nc2ncnc3[nH]ncc23)cc1 was read as NOD2-RIPK2 inh 0, Cardio protect 2, SRC2 inh 10, HTR2A ag -3, ABCB6 inh MLPCN 95, MC4R antagonist 3, MC4R ag barr -2.4, Glyco luc inh -2 and ABHD5-PLIN5 inh -2.
Cc1cc(C(F)F)n2nc(C(=O)Nc3ccc(S(=O)(=O)NC45CC6CC(CC(C6)C4)C5)cc3)nc2n1 was read as NOD2-RIPK2 inh -1, Cardio protect -11, SRC2 inh -1, HTR2A ag -9, ABCB6 inh MLPCN 100, MC4R antagonist -3, TLR9-MyD88 inh -3, MC4R ag barr -0.9, Glyco luc inh 3 and ABHD5-PLIN5 inh -10.
For CCn1c(O)c(/C=C2\C=NN=C2c2ccc(C)cc2)sc1=S the results were NOD2-RIPK2 inh -2, Cardio protect -6, SRC2 inh -39, HTR2A ag 0, ABCB6 inh MLPCN 103, MC4R antagonist 0, TLR9-MyD88 inh -10, MC4R ag barr -1.0, Glyco luc inh -5 and ABHD5-PLIN5 inh -1.
For CCN(CC)CCNC(=O)c1cn(CC)c2cc(N3CCN(C(=O)c4ccco4)CC3)c(F)cc2c1=O the results were NOD2-RIPK2 inh 3, Cardio protect 3, SRC2 inh -9, HTR2A ag 4, ABCB6 inh MLPCN 105, MC4R antagonist 18, TLR9-MyD88 inh -12, MC4R ag barr -1.4, Glyco luc inh -5 and ABHD5-PLIN5 inh 6.
O=C(NC1CC2CCCC(C1)N2C(=O)Nc1ccccc1)c1ccccc1 (configuration not stated) was read as NOD2-RIPK2 inh -9, Cardio protect -11, SRC2 inh 2, HTR2A ag -3, ABCB6 inh MLPCN 102, MC4R antagonist 15, TLR9-MyD88 inh -2, MC4R ag barr 1.3, Glyco luc inh -1 and ABHD5-PLIN5 inh 1.

Three records drawn at random from the list so far:
For CCN(CC)CCNC(=O)c1cn(CC)c2cc(N3CCN(C(=O)c4ccco4)CC3)c(F)cc2c1=O the results were NOD2-RIPK2 inh 3, Cardio protect 3, SRC2 inh -9, HTR2A ag 4, ABCB6 inh MLPCN 105, MC4R antagonist 18, TLR9-MyD88 inh -12, MC4R ag barr -1.4, Glyco luc inh -5 and ABHD5-PLIN5 inh 6.
O=C(NC(=S)Nc1cc(C(F)(F)F)ccc1Cl)c1ccccc1 was read as NOD2-RIPK2 inh -12, Cardio protect -20, SRC2 inh -12, HTR2A ag -3, ABCB6 inh MLPCN 101, MC4R antagonist 13, TLR9-MyD88 inh -2, MC4R ag barr 0.8, Glyco luc inh 0 and ABHD5-PLIN5 inh -1.
CCC(C)NC(=O)CSc1nnc(-c2ccc(OC)c(OC)c2)c(-c2ccc(OC)c(OC)c2)n1 (configuration not stated) was read as NOD2-RIPK2 inh -15, Cardio protect 0, SRC2 inh -2, HTR2A ag 4, ABCB6 inh MLPCN 100, MC4R antagonist 6, TLR9-MyD88 inh 5, MC4R ag barr -1.2, Glyco luc inh -1 and ABHD5-PLIN5 inh 3.

(further entries)
CC(=O)NCCNC(=O)c1cc(-c2cccc3ccccc23)nc2ccccc12 was read as NOD2-RIPK2 inh -6, Cardio protect -3, SRC2 inh -16, HTR2A ag 0, ABCB6 inh MLPCN 92, MC4R antagonist -3, TLR9-MyD88 inh 5, MC4R ag barr -1.6, Glyco luc inh 3 and ABHD5-PLIN5 inh 2.
`Cc1ccc(S(=O)(=O)N2CCOCC2)cc1NCC(=O)Nc1ccc(OC(F)(F)F)cc1` gave NOD2-RIPK2 inh 5, Cardio protect -10, SRC2 inh 0, HTR2A ag 2, ABCB6 inh MLPCN 94, MC4R antagonist -3, TLR9-MyD88 inh 7, MC4R ag barr -1.8, Glyco luc inh -1 and ABHD5-PLIN5 inh -2.
CC1Cc2ccccc2N1C(=O)c1ccc(F)c(S(=O)(=O)N2CCOCC2)c1 (configuration not stated) was read as NOD2-RIPK2 inh -3, Cardio protect 4, SRC2 inh 14, HTR2A ag 9, ABCB6 inh MLPCN 93, MC4R antagonist 0, TLR9-MyD88 inh 4, MC4R ag barr -0.2, Glyco luc inh 1 and ABHD5-PLIN5 inh -2.
Screening Cc1[nH]c2ccccc2c1Cc1nnc(SCc2ccccc2)o1 returned NOD2-RIPK2 inh -6, Cardio protect -10, SRC2 inh -14, HTR2A ag -9, ABCB6 inh MLPCN 99, MC4R antagonist -5, TLR9-MyD88 inh -1, MC4R ag barr 0.0, Glyco luc inh -3 and ABHD5-PLIN5 inh -2.
COc1ccc(OC)c(C(=O)c2c(C)oc3cc([N+](=O)[O-])c(O)c([N+](=O)[O-])c23)c1 was read as NOD2-RIPK2 inh -18, Cardio protect -4, SRC2 inh 8, HTR2A ag -7, ABCB6 inh MLPCN 104, MC4R antagonist 14, TLR9-MyD88 inh -4, MC4R ag barr -2.6, Glyco luc inh 1 and ABHD5-PLIN5 inh 4.
`CN1C(=O)C(C)(C)c2cc(S(=O)(=O)N3CCCC(C(=O)NCc4ccccc4Cl)C3)ccc21` (configuration not stated) gave NOD2-RIPK2 inh -2, Cardio protect -15, SRC2 inh -6, HTR2A ag 11, ABCB6 inh MLPCN 95, MC4R antagonist 2, TLR9-MyD88 inh 10, MC4R ag barr 0.0, Glyco luc inh 0 and ABHD5-PLIN5 inh 0.
For CCCCNC(=O)c1onc(CSc2ccc(F)cc2)c1C(=O)O the results were NOD2-RIPK2 inh -8, Cardio protect 0, SRC2 inh -13, HTR2A ag 3, ABCB6 inh MLPCN 99, MC4R antagonist 19, TLR9-MyD88 inh 2, MC4R ag barr -0.8, Glyco luc inh 1 and ABHD5-PLIN5 inh -15.
`Cc1c(OCC(=O)N2CCN(c3ccccc3)CC2)ccc2c3c(c(=O)oc12)CCCC3` gave NOD2-RIPK2 inh -4, Cardio protect -1, SRC2 inh 2, HTR2A ag -1, ABCB6 inh MLPCN 96, MC4R antagonist 13, TLR9-MyD88 inh -4, MC4R ag barr -2.5, Glyco luc inh 3 and ABHD5-PLIN5 inh 13.
CN(Cc1ccccc1)C(=O)c1cccc(NC(=O)c2ccco2)c1 was read as NOD2-RIPK2 inh 1, Cardio protect -9, SRC2 inh -7, HTR2A ag -3, ABCB6 inh MLPCN 95, MC4R antagonist 6, TLR9-MyD88 inh -1, MC4R ag barr 0.7, Glyco luc inh 1 and ABHD5-PLIN5 inh -7.
`Clc1ccc(C2=NNC(=NCc3ccc4c(c3)OCO4)SC2)cc1` gave NOD2-RIPK2 inh -4, Cardio protect 5, SRC2 inh 9, HTR2A ag 0, ABCB6 inh MLPCN 99, MC4R antagonist -2, TLR9-MyD88 inh 4, MC4R ag barr 1.4, Glyco luc inh 0 and ABHD5-PLIN5 inh -18.
CN(CC1CCCO1)S(=O)(=O)c1ccc(C(=O)NCc2ccccc2)cc1 (configuration not stated) was read as NOD2-RIPK2 inh -13, Cardio protect -2, SRC2 inh -9, HTR2A ag 2, ABCB6 inh MLPCN 97, MC4R antagonist 15, TLR9-MyD88 inh -2, MC4R ag barr -0.3, Glyco luc inh 1 and ABHD5-PLIN5 inh -10.
For S=C(NC1CCCCC1)N1CCOCCOCCN(C(=S)NC2CCCCC2)CCOCC1 the results were NOD2-RIPK2 inh 0, Cardio protect -2, SRC2 inh 5, HTR2A ag 3, ABCB6 inh MLPCN 93, MC4R antagonist 1, MC4R ag barr 1.5, Glyco luc inh -2 and ABHD5-PLIN5 inh 4.

The list is partial. The share of hits here may be higher or lower than overall.
